# Compound activity (PubChem)
# LDHA inh = inhibitors of human lactate dehydrogenase A | activity change, % (values are at about 110 or 230 µM) | P00338 | 0.15% of 480,000 active | purified LDHA, NADH/diaphorase-resazurin fluorescence; stronger effect = lower value; in the data active means activity change below about -30%; inconclusive means mostly about -25% to -30%;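 further: plate controls were DMSO wells for no effect and wells without enzyme for full effect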
#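 Remaining NADH was detected by diaphorase (0.133 mg/mL) converting 37 µM resazurin to fluorescent resorufin, read at 0 and 20 minutes. The preceding 5-minute room-temperature reaction used 2 nM LDHA, 0.2 mM sodium pyruvate and 0.06 mM NADH at pH 7.4.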
# RXFP1 agonist = activates the human relaxin receptor RXFP1 | Potency, µM (top dose mostly 57.5 µM), for inactives: at the top dose activation, actives largely listed as activators | AID 2676 | HEK293T-RXFP1 cAMP TR-FRET, 30 min; response scale: percent of porcine relaxin response, buffer zero | Q9HBX9 | 0.3% of 370,000 active; further: potency means the concentration at half of the fitted maximal effect; on the % scale 0 is the no-effect control and ±100 the full control effect; nearly all actives have a fitted effect of over 60% in size; many of its hits are not listed in these tables
#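 HEK293 cells stably expressing RXFP1, treated 30 min at 37C with compounds plus PDE4 inhibitor Ro 20174; cAMP measured by HTRF TR-FRET. Normalized to buffer and 29 nM porcine relaxin; EC50 by Hill fit.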
# USP1-UAF1 inh = blocks the human USP1/UAF1 deubiquitinase complex. 0.23% of 390,000 active. recombinant USP1/UAF1, Ub-Rhodamine cleavage fluorescence. Potency, µM (highest dose often 57.1 µM), inactives show at the top dose activity change, negative = inhibition, actives largely listed as inhibitors. O94782; further: potency means the concentration at half of the fitted maximal effect; on the % scale 0 is the no-effect control and ±100 the full control effect; nearly all actives have a fitted effect of over 60% in size; inactives centre near -12
#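 1 nM enzyme complex + cpd, 15 min RT; start with Ub-Rho 150nM final; kinetic fluorescence ex 480/em 540, 6 reads q60 s. Buffer 50mM HEPES pH 7.8, 0.5mM EDTA, 0.1 mg/ml BSA, 1mM TCEP, 0.01% Tween-20.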
# TrxR1 substrate = is turned over as a substrate by rat TrxR1; O89049; purified TrxR1 substrate turnover, NADPH consumption readout; Potency, µM (doses to about 114 µM), inactives show at the top dose activity change, negative = substrate turnover; 0.01% of 390,000 active; further: potency means the concentration at half of the fitted maximal effect; on the % scale 0 is the no-effect control and ±100 the full control effect; nearly all actives have a fitted effect of over 50% in size
# Target sequence (O89049 whole entry, looked up): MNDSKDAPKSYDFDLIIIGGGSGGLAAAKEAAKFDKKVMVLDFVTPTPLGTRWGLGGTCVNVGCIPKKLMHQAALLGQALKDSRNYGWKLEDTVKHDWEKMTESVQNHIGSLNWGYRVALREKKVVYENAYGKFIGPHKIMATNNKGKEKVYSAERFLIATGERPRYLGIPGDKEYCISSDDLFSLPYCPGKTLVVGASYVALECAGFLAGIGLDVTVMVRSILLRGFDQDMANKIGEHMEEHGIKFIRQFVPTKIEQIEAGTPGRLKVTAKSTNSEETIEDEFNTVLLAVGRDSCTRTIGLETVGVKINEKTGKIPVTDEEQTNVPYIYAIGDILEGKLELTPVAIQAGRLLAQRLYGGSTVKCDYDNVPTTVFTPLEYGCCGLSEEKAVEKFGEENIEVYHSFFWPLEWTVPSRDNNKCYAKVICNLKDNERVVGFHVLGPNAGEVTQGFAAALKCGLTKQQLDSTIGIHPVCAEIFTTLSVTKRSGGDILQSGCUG
#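 Rat TrxR1, dispensed at 90 nM, was prereduced with 400 uM NADPH (final) for 5 min at ~22 deg C, then incubated with compound 15 min before 400 uM selenite. A first-read NADPH fluorescence drop versus no-compound background flagged substrates.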
# IDH1 R132H inh = blocks human mutant IDH1 R132H enzyme; O75874; IDH1-R132H enzyme, NADPH consumption, diaphorase/resazurin fluorescence; Potency, µM (titrated, usually from 76.6 µM), for inactives: at the highest dose activity change, negative = inhibition, usual class: inhibitors; 0.093% of 390,000 active; AID 602179; further: potency means the concentration at half of the fitted maximal effect; on the % scale 0 is the no-effect control and ±100 the full control effect; nearly all actives have a fitted effect of over 65% in size
#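 IDH1-R132H (0.5 ug/mL dispensed) in pH 7.5 Tris buffer was preincubated 30 min with compound, then given a substrate mix of 0.016 mM NADPH and 2 mM alpha-KG for 80 min at room temperature; remaining NADPH was read by diaphorase/resazurin fluorescence.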
# Vif-APOBEC3F blk = Vif-A3F binding inhibition; HeLa A3F-eYFP + Vif (tagged APOBEC3F with the HIV-1 protein that degrades it), YFP fluorescence increase; Potency, µM (series often up to 46.1 µM), inactives show top-dose activity, negative = active; 0.2% of 390,000 active; further: potency means the concentration at half of the fitted maximal effect; % of control where 0% means no effect; nearly all actives have a fitted effect of over 65% in size
#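 Fluorescence increase (Ex 488/Em 500-530) after overnight compound treatment at 37 deg C flags inhibition of Vif-driven A3F-eYFP loss in stable HeLa A3F-eYFP/Vif cells seeded overnight beforehand.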
# GRP78 ERSR act = inducers of ER stress response in human glioma cells; U87-MG GRP78 promoter luciferase reporter, 16 h; Potency, µM, for the others: at the top dose activation, hits mostly activators; 0.02% of 420,000 active; further: potency means the concentration at half of the fitted maximal effect; series mostly up to about 76 µM; % of control where 0% means no effect; nearly all actives have a fitted effect of over 35% in size
#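 Stably transfected U87-MG glioma cells carrying a GRP78-based luciferase sensor; 16 h compound incubation. Luminescence end-point read 10 min after Bright-Glo addition at room temperature.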
# Vif-A3G inh = Vif-A3G binding inhibition. Q9HC16. HeLa A3G-eYFP + Vif (tagged APOBEC3G with the HIV-1 protein that degrades it), YFP fluorescence, overnight. Potency, µM (highest dose often 46.1 µM), inactives show at the highest dose activity, negative = active, usual class: inhibitors. 0.076% of 410,000 active. AID 602310;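 further: potency means the concentration at half of the fitted maximal effect; on the % scale 0 is the no-effect control and ±100 the full control effect; nearly all actives have a fitted effect of over 60% in size; hits raise eYFP signal because A3G escapes Vif-driven loss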
#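 Read-out is eYFP fluorescence (Ex 488/Em 500-530) from Vif-expressing HeLa A3G-eYFP cells; more signal means A3G escaped Vif-mediated degradation. Cells plated overnight, compound pinned in, incubated overnight at 37 deg C.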
# PI4K2A block = inhibitors of human PI4K2A; activity change, negative = inhibition, % at 76.9 µM; 0.13% of 420,000 active; Q9BTU6; purified PI4K2A, ADP-Glo luminescence, 1 h; stronger effect = lower value; in the data active means activity change below about -50%; inconclusive means mostly about -30% to -49%;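 further: -100% = wells without enzyme as full effect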
# Target sequence (Q9BTU6 whole entry, looked up): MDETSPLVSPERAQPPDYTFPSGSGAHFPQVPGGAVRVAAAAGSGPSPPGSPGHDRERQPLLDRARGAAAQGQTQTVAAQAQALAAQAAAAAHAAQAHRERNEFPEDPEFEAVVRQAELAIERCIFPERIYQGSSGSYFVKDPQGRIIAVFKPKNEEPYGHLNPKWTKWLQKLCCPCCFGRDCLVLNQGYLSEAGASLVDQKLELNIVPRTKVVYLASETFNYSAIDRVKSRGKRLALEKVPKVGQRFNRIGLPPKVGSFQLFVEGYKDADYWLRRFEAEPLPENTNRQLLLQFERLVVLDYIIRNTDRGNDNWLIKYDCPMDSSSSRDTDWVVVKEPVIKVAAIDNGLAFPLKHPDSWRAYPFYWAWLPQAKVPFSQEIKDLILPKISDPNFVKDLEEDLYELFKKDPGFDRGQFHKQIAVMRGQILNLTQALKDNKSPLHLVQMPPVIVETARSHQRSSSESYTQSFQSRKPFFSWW
#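 In this quantitative HTS, ADP production by PI4K2A was quantified luminescently after 1 h at ambient temperature; 100 microM adenosine served as plate-quality control.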
# Numbers without * were called inactive; ? = inconclusive; · = not tested or not shown; & = joins results of further samples; [ ] = remark or other dose. Unless noted, the call rests on the fitted dose curve; in most records, active means well fitted curve in the direction sought with a large enough effect; inconclusive means small, poorly fitted or top-dose-only effect, or another doubt; inactive means no such curve, though single readings can be large; an effect the other way counts as inactive or inconclusive. An excerpt, so the mix of outcomes need not match the whole.
SMILES,LDHA inh,RXFP1 agonist,USP1-UAF1 inh,TrxR1 substrate,IDH1 R132H inh,Vif-APOBEC3F blk,GRP78 ERSR act,Vif-A3G inh,PI4K2A block
N#CC1=C(N)Oc2n[nH]c(-c3ccncc3)c2C1c1ccsc1 (stereo not drawn),5,-0.4%,-12%,-4%,-1%,0%,-3%,0%,-8
CC1(C(=O)Nc2ccc3c(c2)OCCO3)CCN1C(=O)c1cccc(F)c1 (stereo not drawn),-8,·,·,·,·,·,-2%,0%,-10
Clc1cccc(Cc2c(-c3ccco3)nc3ccc(Br)cn23)c1,-4,·,·,·,·,·,-13%,?,-28
COc1cc(/C=C(/NC(=O)c2ccccc2)C(=O)N2CCN(C)CC2)c([N+](=O)[O-])cc1OC,3,3.9%,-20%,-4%,0%,-2%,-2%,1%,-5
COc1cc(S(=O)(=O)Nc2ccccc2N2CCCCC2)ccc1NC(C)=O,-2,0.5%,-22%,-3%,10%,3%,-7%,?,10
Cc1nc(Cl)nc(N(C)c2ccccc2)c1[N+](=O)[O-],-2,-0.5%,-12%,-6%,-2%,14%,7%,3%,3
COc1ccc(N(C)S(=O)(=O)c2cccc(C(=O)OCC(=O)N(C)c3ccccc3)c2)cc1,-14,·,-8%,11%,8%,-14%,-4%,-1%,-6
COc1cccc(C(=O)COC(=O)c2n[nH]c(=O)c3ccccc23)c1,-7,1.1%,-18%,2%[57.1 µM],1%,-5%,-6%,0%,2
c1ccc(NC2=NCCN2CC2CCCCC2)cc1,-16,0.0%,18%,7%[57.1 µM],-13%,-1%,-5%,0%,-3
CC(NC(=O)c1ccc(OC2CCN(C(=O)c3cccnc3)CC2)cc1)C1CC1 (stereo not drawn),-5,-1.0%,-26%,4%[57.1 µM],6%,-29%,-5%,-2%,4
CSCC[C@H](NC(=O)OCc1ccccc1)C(=O)O,-5,0.6%,-11%,-2%,3%,0%,1%,4%,1
O=c1[nH][nH]c(C(F)(F)F)c1C=Nc1ccc(Cl)cc1,-4,-1.0%,-8%,10%,9%,-1%,0%,-5%,-4
COc1cc(NC(=S)N2CCN(c3ccccn3)CC2)cc(OC)c1OC,-1,0.2%,-13%,6%,5%,5%,3%,-2%,-4
COc1ccccc1N(CC(=O)NCC1CCCO1)C(=O)CCC(=O)Nc1nccs1 (stereo not drawn),-4,0.6%,-17%,-1%,1%,5%,-4%,0%,0
O=C(CN(Cc1ccc(Cl)cc1)C(=O)CN1C(=O)COc2ccccc21)NC1CCCC1,-8,3.4%,-9%,-5%,-2%,-8%,-5%,-2%,-4
Cc1cc(C(=O)N2CCN(c3ncccn3)CC2)c(C)o1,-3,2.6%,-12%,8%,3%,-1%,-1%,0%,3
Cc1ccc(-n2nc(C)c(NC(=O)CCl)c2C)cc1C,-1,-0.1%,-20%,9%,-1%,3%,-11%,-22%,9
O=C(CN1CCN(S(=O)(=O)c2ccccc2)CC1)Nc1ccc(N2CCOCC2)cc1,0,-3.0%,-3%,3%,5%,-1%,-3%,3%,-3
CN(C)C1=NC[C@H](Cc2ccccc2)N1CCc1cccc(F)c1,-9,-1.2%,?,7%[57.1 µM],-3%,4%,-4%,-2%,-3
CCN=C(NCC)SC1CC(=O)N(c2ccc(OCC)cc2)C1=O (stereo not drawn),-9,0.4%,-9%,0%,-2%,-8%,-2%,-2%,2
CCN(CC)S(=O)(=O)c1cc(C(=O)OCC(=O)c2ccc3c(c2)NC(=O)CO3)ccc1F,-3,-0.4%,-24%,6%[57.1 µM],0%,-6%,-6%,4%,4
CCOc1ccccc1CNCCNCC(C)O (stereo not drawn),4,-1.8%,-22%,-1%,19%,1%,-6%,3%,-4
C/C(=N/N=C(\C)c1ccccc1O)c1ccccc1O,-6,1.9%,-24%,-3%,-2%,18µM*,2%,-2%,-2
CCOC(=O)C1=C(CN2CCN(C)CC2)NC(=O)NC1c1ccc(F)cc1 (stereo not drawn),0,4.7%,-8%,3%,5%,0%,-4%,-1%,4
CCOc1ccc(Br)cc1S(=O)(=O)NC(=O)c1ccccc1,1,1.2%,-20%,1%,2%,0%,-1%,0%,-5
CC(=O)N/C(=C\c1ccc(F)cc1)C(=O)OCc1ccccc1,-1,1.7%,-3%,-9%[57.1 µM],0%,11%,-5%,0%,1
O=C(Cc1ccccc1)N1CCN(S(=O)(=O)c2cccc([N+](=O)[O-])c2)CC1,0,-1.7%,-19%,-7%[57.1 µM],4%,-2%,1%,-6%,8
O=C(CCn1nc(-c2ccccc2)ccc1=O)N1CCN(c2ccccn2)CC1,-2,-0.6%,-11%,-11%,3%,5%,-3%,0%,-2
COc1ccc(CCNC(=O)C2CC(=O)N(C3CCCC3)C2)cc1OC (stereo not drawn),-3,0.4%,-6%,-7%,-4%,-1%,0%,1%,1
O=C(Nc1cccnc1)c1c(F)c(F)c(F)c(F)c1F,-1,1.8%,-17%,8%[57.1 µM],3%,-4%,-2%,0%,3
O=C1CS/C(=N/N=C/c2cccs2)N1,-3,-0.4%,-20%,-3%[57.1 µM],-1%,12%,-1%,1%,1
Cc1cc(=O)n2nc(-c3ccc(C(F)(F)F)cc3)sc2n1,-2,12%,-10%,1%,1%,1%,-2%,2%,7
COc1ccc2c(c1)CCCO[C@]21O[C@H](CCO)C[C@H](O)[C@H]1O,-7,·,-19%,·,-10%,-12%,-2%,2%,2
CCCN[C@@H]1C(=O)N2C(C(=O)OCCC)=C(C)CS[C@H]12,0,-0.8%,-16%,4%&-4%,8%,0%,-4%&0%,0%&-1%,-7
O=C(NNc1cc(C(F)(F)F)nc2ccccc12)Nc1cccc(Cl)c1,-1,0.0%,-22%,0%,7%,13%,-7%,-9%,-2
COc1cccc(C2CC(=O)Nc3cc4c(cc32)OCCO4)c1OC (stereo not drawn),-6,-0.5%,?,-6%,5%,0%,-2%,-15%,-1
Cc1ccc(C(=O)OCC(=O)NCc2cccc(Cl)c2)cc1S(=O)(=O)N1CCCCC1,-7,-0.1%,-11%,-1%,9%,-17%,0%,0%,-4
COC(=O)c1ccc(Cl)c(NC(=O)CN(c2ccc(OC)cc2)S(=O)(=O)c2ccccc2)c1,-5,·,-18%,-3%,-1%,1%,0%,1%,3
COCc1cc(/C=N\NC(=O)Cc2ccc(Cl)cc2)ccc1OC,-11,1.0%,-3%,2%[57.1 µM],-7%,3%,-4%,0%,2
O=C(N/N=C/c1ccccn1)NC12CC3CC(CC(C3)C1)C2,-4,0.1%,-12%,1%,-3%,12%,4%,0%,-20

# 2 compounds picked at random from the list so far, as already listed:
SMILES,LDHA inh,RXFP1 agonist,USP1-UAF1 inh,TrxR1 substrate,IDH1 R132H inh,Vif-APOBEC3F blk,GRP78 ERSR act,Vif-A3G inh,PI4K2A block
CCOC(=O)C1=C(CN2CCN(C)CC2)NC(=O)NC1c1ccc(F)cc1 (stereo not drawn),0,4.7%,-8%,3%,5%,0%,-4%,-1%,4
Cc1cc(=O)n2nc(-c3ccc(C(F)(F)F)cc3)sc2n1,-2,12%,-10%,1%,1%,1%,-2%,2%,7

# (continued)
SMILES,LDHA inh,RXFP1 agonist,USP1-UAF1 inh,TrxR1 substrate,IDH1 R132H inh,Vif-APOBEC3F blk,GRP78 ERSR act,Vif-A3G inh,PI4K2A block
CCOC(=O)c1c(S(=O)(=O)N2CCC(C(=O)Nc3cccc(C#N)c3)CC2)c(C)n(C)c1C,-13,0.1%,-20%,-9%[57.1 µM],29%,1%,-4%,4%,3
C[C@H](NC(=O)C1CCN(S(=O)(=O)c2ccccc2)CC1)C(=O)NCc1ccccc1,-1,0.4%,-22%,8%,0%,3%,-2%,2%,-2
CNC(=O)COc1ccc(Nc2nnc(-c3ccc(C)c(S(N)(=O)=O)c3)c3ccccc23)cc1,-4,2.7%,-20%,8%[57.1 µM],6%,-3%,-3%,4%,4
CCSc1nnc(NC(=O)NC2CCCCC2)s1,-7,1.8%,-21%,5%,1%,27%,-2%,-1%,3
Cc1ccccc1CNc1ncnc2cc(Cl)ccc12,-11,?,-21%,13%[57.1 µM],0%,-24%,-2%,0%,-4
Cc1ccc(OC(C)C(=O)Nc2cc(C)on2)cc1 (stereo not drawn),-12,-0.5%,-14%,-3%,-15%,-8%,-5%,0%,4
CCn1c(SCC(=O)Nc2cccc(S(=O)(=O)N(C)c3ccccc3)c2)nnc1C1CC1,-1,-0.5%,-1%,-12%,7%,0%,-1%,-5%,1
O=C(Cc1c(C(=O)O)[nH]c2ccccc12)NCCN1CCN(c2ccccc2F)CC1,-1,1.2%,-23%,8%,-2%,-6%,-3%,-1%,-3

# Taken from the listing for reference:
SMILES,LDHA inh,RXFP1 agonist,USP1-UAF1 inh,TrxR1 substrate,IDH1 R132H inh,Vif-APOBEC3F blk,GRP78 ERSR act,Vif-A3G inh,PI4K2A block
CCOC(=O)c1c(S(=O)(=O)N2CCC(C(=O)Nc3cccc(C#N)c3)CC2)c(C)n(C)c1C,-13,0.1%,-20%,-9%[57.1 µM],29%,1%,-4%,4%,3
C[C@H](NC(=O)C1CCN(S(=O)(=O)c2ccccc2)CC1)C(=O)NCc1ccccc1,-1,0.4%,-22%,8%,0%,3%,-2%,2%,-2
CNC(=O)COc1ccc(Nc2nnc(-c3ccc(C)c(S(N)(=O)=O)c3)c3ccccc23)cc1,-4,2.7%,-20%,8%[57.1 µM],6%,-3%,-3%,4%,4
CCSc1nnc(NC(=O)NC2CCCCC2)s1,-7,1.8%,-21%,5%,1%,27%,-2%,-1%,3
